High-throughput results deposited in PubChem by several laboratories.
EBNA-1 inh: blocks EBNA-1 binding to DNA | inhibition, % at 14.8 µM | EBNA-1 DNA binding, fluorescence polarization | actives 0.34% (n = 300,000) | AID 1950; in the data active means inhibition above about 28%
ZTA counter: counter-screen for EBNA-1 inhibitors: inhibitors of Epstein-Barr virus ZTA. AID 2234. inhibition, % at 11 µM. ZTA-DNA binding, fluorescence polarization. P03206. actives 0.15% (n = 320,000); in the data active means inhibition above about 33%
MEP2-GFP yeast: modulators of TOR pathway MEP2-GFP in S. cerevisiae; S. cerevisiae MEP2-GFP strain, flow cytometry GFP, 3 h; 100% = DMSO control level; GFP response vs DMSO, % at 10 µM; actives 0.51% (n = 330,000);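 active means GFP response versus DMSO above a set limit, roughly screen mean plus 3 SD, cut at about 180% in these data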;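 further: median GFP fluorescence of the barcode-gated MEP2-GFP cells per well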
RPL19A-GFP yeast: alters RPL19A-GFP fluorescence in TOR pathway yeast screen; S. cerevisiae RPL19A-GFP strain, flow cytometry, 3 h; hits give low values; percent response vs DMSO, % at 10 µM; actives 0.3% (n = 330,000);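 active means percent response vs DMSO below 50%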;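 further: median channel GFP fluorescence of the barcoded RPL19A-GFP strain; ratio of sample median GFP to plate DMSO average so 100% = DMSO; lower means less RPL19A-GFP as with rapamycin TOR inhibition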
procasp3 activ: procaspase-3 (human) activation; activation, % at 8.5 µM; P42574; actives 0.11% (n = 330,000); recombinant procaspase-3 D3A, Ac-DEVD-pNA absorbance 405 nm;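 active means activation above the mean of all tested compounds plus 3 SD, cut at about 21% in these data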;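 further: 0% = DMSO alone and 100% = DMSO wells spiked with extra 5 µM PC-3 D3A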
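Evaluation: percent activation relative to control range; Material: Procaspase-3 D3A mutant, all three cleavage aspartates alanine; Compound: single dose, 8.5 µM nominal compound, 0.8% DMSO; Replication: one well per compound; Signal: absorbance at 405 nm, 0 and 120 min; Schedule: 1 h preincubation plus 2 h reaction at 25 °C.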
procasp7 counter: counter-screen for procaspase-3 activators: activators of human procaspase-7; recombinant procaspase-7, Ac-DEVD-pNA absorbance 405 nm; D23A/D198A/D206A triple mutant, cannot self-cleave; scale: DMSO 0, 5 µM enzyme 100; activation, % at 8.5 µM; P55210; actives 0.093% (n = 330,000);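 active means percent activation above the screen-wide mean plus 3 SD, cut at about 25% in these data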
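Replicates: singlicate. Assay system: Procaspase-7 triple mutant (PC-7 D3A). Signal: 405 nm absorbance of p-nitroaniline. Times: 1 h preincubation, 2 h reaction. Buffer or medium: Zinc-free HEPES pH 7.4 with 300 mM NaCl, 0.01% Triton X-100. Also added: DEVD-pNA substrate. Benchmarks: DMSO wells as 0%, DMSO with 5 µM added PC-7 as 100%.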
LAP4 TOR yeast: yeast TOR pathway LAP4-GFP modulation; S. cerevisiae LAP4-GFP multiplex, flow cytometry GFP, 3 h; median GFP as percent of DMSO wells; GFP response vs DMSO, % at 10 µM; actives 0.34% (n = 320,000);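 active means GFP response vs DMSO above a set limit, about the screen mean plus 3 SD, cut at about 150% in these data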
AHR act: human AHR activation. P35869. AHR-responsive luciferase reporter cells, luminescence. activation, % at 5 µM. actives 2.5% (n = 320,000). AID 2796; in the data active means activation above about 47%;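 further: 0% = vehicle wells and 100% = reference agonist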
* = called active by the depositor; / = no result given; [ ] = dose if it differs, or a comment.

Value order – EBNA-1 inh	ZTA counter	MEP2-GFP yeast	RPL19A-GFP yeast	procasp3 activ	procasp7 counter	LAP4 TOR yeast	AHR act
CCOC(=O)c1cc(-c2ccc(N3CCOCC3)cc2)nn1-c1ccccc1
→ 7	2	109	109	9	7	99	7
CCCCN(C(=O)NC(=O)Nc1ccccc1OC)S(C)(=O)=O
→ 10	8	114	111	-8	2	102	58*
Cc1[nH]nc2nc3c(c(OC(=O)c4ccccc4)c12)c(=O)n(C)c(=O)n3C
→ -5	5	79	88	8	-6	108	38
COCCNC(=O)c1cn(CCOC)c(=O)c2c1c1ccccc1n2C
→ -15	-7	93	100	0	9	93	8
O=C(COC(=O)C1=COCCO1)Nc1cccc(Oc2ccccc2)c1
→ -3	-8	96	99	2	18	98	-1
CC(C)C[C@@H](CO)N(Cc1ccccc1)S(=O)(=O)N(Cc1ccccc1)[C@H](CO)CC(C)C
→ /	-4	87	94	6	4	103	-1
O=C(Nc1nc(-c2cccnc2)cs1)c1ccccc1[N+](=O)[O-]
→ 2	-3	98	98	-1	13	97	22
COc1ccccc1C(=O)Nc1ccc(S(=O)(=O)N2CCN(C)CC2)cc1
→ 7	10	93	95	8	6	103	-1
COc1ccc(-c2csc3ncnc(N4CCN(S(=O)(=O)c5ccc(Cl)s5)CC4)c23)cc1
→ -5	-22	97	96	-6	6	100	0
CCOC(=O)c1ccc(N=C2SC(C(=O)NC)CC(=O)N2Cc2ccc(F)cc2)cc1 (stereo unspecified)
→ -15	-1	119	100	-1	10	99	-4
Cc1ccc(NC(=O)CN2C(=O)NC3(CCC(C)CC3)C2=O)c(Cl)c1 (stereo unspecified)
→ 0	1	101	97	4	-5	97	0
CSc1ncccc1C(=O)NC1CC(C)(C)Cc2c1cnn2-c1ccccc1C (stereo unspecified)
→ 3	5	100	97	-5	1	98	-1
CC(=O)Nc1c(-c2ccccc2)nc2ccc(Cl)cn12
→ -11	-9	96	95	5	8	109	2
Cc1ccsc1C(=O)OCC(=O)Nc1cccc(S(=O)(=O)N2CCOCC2)c1
→ 2	3	105	100	3	7	84	1
Cc1cc(C)c(S(C)(=O)=O)c(=O)[nH]1
→ -2	2	108	99	-3	-4	99	9
CCN(CC)S(=O)(=O)c1ccc(C)c(NC(=O)CNc2cccc(S(=O)(=O)N3CCCC3)c2)c1
→ 2	9	105	102	17	2	108	-2
CCCCn1c(SCC(=O)NCc2ccco2)nc2c1c(=O)n(C)c(=O)n2C
→ 1	-4	99	98	1	5	95	1
O=c1cccc2n1Cc1cc3ccccc3nc1-2
→ -1	-5	104	102	7	6	103	58*
COc1cccc(CNS(=O)(=O)c2ccc3c(c2)oc(=O)n3C)c1
→ -3	-11	111	96	-3	3	92	13
N#C/C(=C/c1cn(CC(=O)O)c2ccccc12)c1ccc(F)cc1
→ 6	-1	110	104	10	6	88	3
O=C(COC(=O)c1ccco1)NCc1ccco1
→ -19	-9	96	95	-10	8	95	-3
CC(Sc1ccc2nnc(-c3ccc(F)cc3)n2n1)C(=O)O (stereo unspecified)
→ -2	8	96	103	-1	-1	107	5
O=C(Cn1nnc2ccccc21)c1cccc([N+](=O)[O-])c1
→ 5	-11	97	99	-1	-1	84	1
Cc1ccc(C2CN(C)C3(C(=O)Nc4ccccc43)C23COc2ccccc2C3=O)cc1 (stereo unspecified)
→ 12	-8	116	97	0	12	106	6
COCCNC(=O)C(OC(=O)c1cc2oc(C)cc2n1C)C(C)C (stereo unspecified)
→ -17	8	96	98	-3	4	95	6
COc1ccc(N2CCN(C(=O)CSc3nnc(CNc4ccccc4)o3)CC2)cc1
→ -4	2	106	98	-7	0	106	-2
Cc1ccc2c(c1)C(c1ccc(F)cc1)N(C(=O)C1CC1)CC(=O)N2 (stereo unspecified)
→ 6	3	100	102	9	1	102	-2
O=C(O)c1ccc(-n2nnc3ccccc32)c([N+](=O)[O-])c1
→ -1	-2	102	110	1	-9	91	1
Cc1ccc(S(=O)(=O)Oc2ccc(N3C(=O)C4C5CCC(C5)C4C3=O)cc2)cc1 (stereo unspecified)
→ -12	2	107	107	12	-2	111	-2
Cc1cc(C(=O)OCC(=O)NC2CCCCC2C)c2ccccc2n1 (stereo unspecified)
→ /	/	109	103	1	0	102	0
OC(CNCc1ccccc1C(F)(F)F)C(F)(F)F (stereo unspecified)
→ 9	17	94	97	-2	2	113	1
CCSc1ncc(C#N)c(=O)[nH]1
→ -7	-2	102	104	2	-15	102	2
CC(C)C(=O)Nc1nc2cc3c(cc2s1)OCCO3
→ -5	15	104	107	2	0	124	37
CC1(C)CC(=O)C/C(=N\NC(=O)C2C3CCCCC32)C1 (stereo unspecified)
→ -6	-11	98	99	1	13	97	-2
C=CCNC(=S)N1CCN(Cc2ccc3c(c2)OCO3)CC1
→ -14	9	101	105	-3	-5	87	4
COc1cccc2cc(-c3nnc(SCC(=O)NCc4ccccc4)n3C)oc12
→ -3	0	101	102	4	12	105	4
Cc1noc(C)c1NC(=O)Nc1cccc2c1O[C@@H](CN(C)C(=O)Nc1ccc3c(c1)OCO3)[C@@H](C)CN([C@H](C)CO)C2=O
→ /	/	95	102	1	-2	99	0
S=C(NCc1cccnc1)Nc1cccc(Cl)c1
→ -4	-2	125[may fluoresce violet]	88[may fluoresce violet]	3	-2	110[may fluoresce violet]	4
Cc1cc(C)n(/C(=C\N(C)C)C(=O)c2cccc([N+](=O)[O-])c2)n1
→ 7	-1	93	97	4	5	80	1
CCOC(=O)N1CCN(C(=O)C2CCN(S(=O)(=O)N(CC)CC)CC2)CC1
→ 8	15	100	/	12	-3	98	-1

Going on with the list.
| molecule | EBNA-1 inh | ZTA counter | MEP2-GFP yeast | RPL19A-GFP yeast | procasp3 activ | procasp7 counter | LAP4 TOR yeast | AHR act |
| --- | --- | --- | --- | --- | --- | --- | --- | --- |
| COc1ccccc1N(CC(=O)NCCN1CCOCC1)S(=O)(=O)c1ccccc1 | 1 | 8 | 110 | 106 | 5 | 1 | 101 | -1 |
| CC1(C)CN=c2s/c(=C\c3ccc(Cl)cc3)c(=O)n2C1 | 2 | -5 | 111 | 95 | 2 | -1 | 120 | -16 |
| CCC(=O)N(Cc1cc(=O)[nH]c2ccccc12)c1ccccc1C | 2 | 1 | 98 | 98 | 11 | 6 | 100 | 7 |
| CC(=O)c1sc(NC(=O)c2cnc(Cl)c(Cl)c2)nc1C | -4 | 5 | 107 | 101 | 8 | 8 | 95 | 39 |
| CCOC(=O)c1ccc(NC(=O)c2nc[nH]c2C(=O)N[C@@H](CCCCNC(=O)OC(C)(C)C)C(=O)OC(C)(C)C)cc1 | 8 | 18 | 100 | 103 | 1 | 5 | 110 | 6 |
| Cc1cc(F)ccc1S(=O)(=O)Nc1ccc(C(=O)N2CCCCC2)cc1 | / | / | 97 | 101 | 3 | 10 | 82 | -1 |
| CCOc1ccc(OCC)c(NC(=O)CCCN2C(=S)NC(C)(C)CC2C)c1 (stereo unspecified) | -1 | -26 | 110 | 100 | -9 | 3 | 101 | 28 |
| O=C(CCN1CCC(c2ccccc2)C1)c1ccccc1 (stereo unspecified) | 2 | 3 | 96 | / | 0 | -3 | 93 | 0 |
| Cc1nc2nc[nH]n2c(=O)c1C/C=C/c1ccccc1 | 14 | 3 | 96 | 93 | 1 | -1 | 97 | 2 |
| O=C(Nc1nccs1)NC1CCCCC1 | -4 | 3 | 94 | 95 | 10 | 5 | 84 | 1 |
| CCc1[nH]nc(C(=O)N/N=C/c2ccncc2)c1C | 8 | -9 | 96 | 87 | 5 | -11 | 100 | 44 |
| CCO[C@@H]1OC(C(=O)N2CCN(Cc3ccc4c(c3)OCO4)CC2)=C[C@H](c2coc3ccccc3c2=O)[C@H]1CCCO | -5 | 7 | 88 | 98 | -1 | -3 | 100 | 6 |
| O=C(N/N=C/c1cn(-c2ccccc2)nc1-c1cc2ccccc2o1)c1ccncc1 | -4 | -7 | / | / | -18 | -12 | / | 68* |
| Cc1ccc(O)c(NS(=O)(=O)c2cccc3nsnc23)c1 | -4 | 1 | 121 | 106 | 4 | 3 | 105 | 44 |
| CCC(CO)NC1=CC(=O)CCC1 (stereo unspecified) | -6 | -10 | 104 | 106 | 0 | 8 | 104 | 1 |
| O=C(NCc1ccccc1CN1CCCC1)c1cccc(N2CCCC2=O)c1 | / | -19 | 109 | 103 | 7 | -3 | 98 | 1 |
| CC(=O)c1c(C)[nH]c(C(=O)Nc2nc(-c3ccc(Cl)cc3)cs2)c1C | -12 | 4 | 103 | 99 | -1 | 3 | 110 | 32 |
| CC1Cc2nc(SCC(=O)Nc3ccc(F)cc3F)n(C)c(=O)c2S1 (stereo unspecified) | 3 | 8 | 101 | 100 | -3 | -11 | 93 | 1 |
| CN=C(C)/C(C(=O)OC)=C(/O)c1ccc(Cl)cc1Cl | -14 | -5 | 103 | 99 | 4 | 2 | 107 | -2 |
| Cc1nc2ccccc2n1Cc1ccccc1Br | -6 | -29 | 92 | 94 | -1 | 4 | 82 | -1 |
| CCN(CC(=O)NC(C)C)C(=O)c1ccc(Cl)cc1 | 1 | 13 | 94 | 91 | -10 | 2 | 95 | 1 |
| COc1ccc(S(=O)(=O)N2CCN(c3ccc(F)cc3)CC2)cc1OC | 6 | 14 | 97 | 97 | 5 | 10 | 100 | -1 |
| CCOC(=O)C1=C(N)OC2=C(C(=O)CC(C)(C)C2)C1c1cc(CSc2nnnn2C)cs1 (stereo unspecified) | 5 | 10 | 104 | 101 | 0 | -2 | 118 | 0 |
| COC1=CC(=O)OC12CCCCC2 | 4 | -4 | 93 | 96 | 9 | -13 | 85 | 0 |
| CCN(CC)c1ccc(N=Cc2ccc(N(CC)CC)cc2O)cc1 | 129* | 192* | 99 | 93 | -16 | -25 | 101 | 7 |
| CSC1=NCCN1C(=O)c1cccc(C(F)(F)F)c1 | -4 | -19 | 97 | 97 | 1 | 10 | 106 | 12 |

A run of entries of the results above, for reference:
| molecule | EBNA-1 inh | ZTA counter | MEP2-GFP yeast | RPL19A-GFP yeast | procasp3 activ | procasp7 counter | LAP4 TOR yeast | AHR act |
| --- | --- | --- | --- | --- | --- | --- | --- | --- |
| CCC(CO)NC1=CC(=O)CCC1 (stereo unspecified) | -6 | -10 | 104 | 106 | 0 | 8 | 104 | 1 |
| O=C(NCc1ccccc1CN1CCCC1)c1cccc(N2CCCC2=O)c1 | / | -19 | 109 | 103 | 7 | -3 | 98 | 1 |
| CC(=O)c1c(C)[nH]c(C(=O)Nc2nc(-c3ccc(Cl)cc3)cs2)c1C | -12 | 4 | 103 | 99 | -1 | 3 | 110 | 32 |
| CC1Cc2nc(SCC(=O)Nc3ccc(F)cc3F)n(C)c(=O)c2S1 (stereo unspecified) | 3 | 8 | 101 | 100 | -3 | -11 | 93 | 1 |
| CN=C(C)/C(C(=O)OC)=C(/O)c1ccc(Cl)cc1Cl | -14 | -5 | 103 | 99 | 4 | 2 | 107 | -2 |
| Cc1nc2ccccc2n1Cc1ccccc1Br | -6 | -29 | 92 | 94 | -1 | 4 | 82 | -1 |
| CCN(CC(=O)NC(C)C)C(=O)c1ccc(Cl)cc1 | 1 | 13 | 94 | 91 | -10 | 2 | 95 | 1 |
| COc1ccc(S(=O)(=O)N2CCN(c3ccc(F)cc3)CC2)cc1OC | 6 | 14 | 97 | 97 | 5 | 10 | 100 | -1 |
| CCOC(=O)C1=C(N)OC2=C(C(=O)CC(C)(C)C2)C1c1cc(CSc2nnnn2C)cs1 (stereo unspecified) | 5 | 10 | 104 | 101 | 0 | -2 | 118 | 0 |
